# Assay outcomes from PubChem.
# GlmU inhibition = inhibition of mycobacterial GlmU enzyme – biochemical, glucosamine-1-phosphate acetyltransferase (AID 1376) | M. tuberculosis GlmU acetyltransferase enzyme assay; higher % means a stronger effect | one-dose inhibition, %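 (tested at 30 µM in the primary screen)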; IC50 in µM for titrated hits | 220,000 tested, 0.25% active; in the data active means inhibition above about 13%;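 further: 0% = complete reaction with vehicle and 100% = reaction without substrate; strong numbers were not always called active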
# RmlCD inh 1536 = M. tuberculosis RmlC/RmlD inhibition | RmlC+RmlD coupled enzyme assay, percent inhibition; primary screen in compound mixtures | inhibition, % at 3.6 µM | 160,000 tested, 0.03% active | AID 1533; in the data active means inhibition mostly above about 34%, no sharp cut-off; further: some results filed as inactive read as strong as hits
# Target sequence (P9WH09 whole entry, looked up): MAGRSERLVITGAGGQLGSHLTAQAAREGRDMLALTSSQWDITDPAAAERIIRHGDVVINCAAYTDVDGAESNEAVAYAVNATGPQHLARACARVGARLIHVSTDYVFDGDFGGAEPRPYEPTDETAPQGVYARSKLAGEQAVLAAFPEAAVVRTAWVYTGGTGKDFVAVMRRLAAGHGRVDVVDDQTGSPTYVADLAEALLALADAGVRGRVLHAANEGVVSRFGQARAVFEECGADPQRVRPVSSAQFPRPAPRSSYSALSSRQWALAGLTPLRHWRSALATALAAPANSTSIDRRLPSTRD
# Target sequence (P9WH11 whole entry, looked up): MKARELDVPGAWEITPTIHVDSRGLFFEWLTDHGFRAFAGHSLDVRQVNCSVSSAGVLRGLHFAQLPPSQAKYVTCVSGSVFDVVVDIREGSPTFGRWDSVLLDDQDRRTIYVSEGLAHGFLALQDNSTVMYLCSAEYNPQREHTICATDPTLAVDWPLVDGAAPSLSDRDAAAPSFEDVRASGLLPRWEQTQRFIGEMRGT
# * = called active by the depositor; x = no result given. This is a subset, so the mix of outcomes need not match the whole.
SMILES,GlmU inhibition,RmlCD inh 1536
Cn1c(SCC(=O)c2ccc(-c3ccccc3)cc2)nnc1-c1ccco1,6.2%,17
O=C(c1cc(F)ccc1F)C1CCCN(Cc2cccc(Cl)c2)C1 (stereo unspecified),-0.1%,-8
C=CCN1C(=O)S/C(=C\c2ccc3c(c2)n(C)c(=O)n3C)C1=O,3.9%,-3
COc1ccc(/C=N/NC(=O)c2ccc(Cl)cc2Cl)cc1COC(C)=O,1.4%,0
COC(=O)c1cccc(NC(=O)c2cc(OC)c(OC)c(OC)c2Br)c1,-2.6%,x
O=C(NCCNCCO)c1c(O)c2cccc3c2n(c1=O)CCC3,-3.3%,4
OC(CNCc1ccccc1F)(c1ccc(F)cc1)c1ccc(F)cc1,-3.4%,x
CC(C)C(=O)Nc1cccc(C(=O)Nc2cc([N+](=O)[O-])ccc2F)c1,-3.4%,10
COc1cc(CNc2cc(C)ccc2C)cc(OC)c1OC,2.8%,3
CCOCCCNC(=O)C(NC(=O)c1ccccc1O)c1ccc(Cl)cc1 (stereo unspecified),3.8%,x
O=C(CCN1CCN(c2ccc(Cl)cc2)CC1)Nc1nccs1,2.5%,-10
O=S(=O)(Nc1ccc(Br)cn1)c1cccs1,-0.4%,-10
Oc1ccc(-c2nc3ccccc3s2)cc1,-5.5%,x
Cc1cccc(NC(=S)Nc2cccc(C(F)(F)F)c2)n1,1.7%,-7
O=C(Nc1ncn[nH]1)c1c(Cl)ccc(Cl)c1Cl,-3.1%,x
O=C(CSCc1ccc(Cl)cc1Cl)Nc1c[nH]c(=O)[nH]c1=O,-2.8%,-1
Cc1ccc(-c2cc([C@H]3[C@@H]4C=CCC[C@@]4(C)C(=O)N3Cc3ccccc3)ccc2F)cc1,-0.9%,x
Nc1ncnc2c1nc(SCCO)n2Cc1ccccc1,-0.6%,-6
Cc1ccc(S(=O)(=O)C2(C(=O)N(C)C3CCCCC3)CC2)cc1,-2.0%,12
COc1cc2c(cc1OC)C(C(=O)N(C)C1CCCCC1)C1CCCCN1C2=O (stereo unspecified),2.3%,-6
COc1cc(/C=N/Nc2ccccc2)ccc1OC(=O)c1cccs1,-1.5%,-29
Cc1ccc2nc(SCC(=O)N3CCN(c4ccccc4)CC3)[nH]c2c1,6.5%,1
CC1(C)C(=O)OC(/C=C/c2cccc([N+](=O)[O-])c2)C(C)(C)C1=O (stereo unspecified),-3.1%,-2
COc1cc(CN2CCNC(=O)C2CC(=O)NCCc2ncccc2C)cc(OC)c1 (stereo unspecified),0.1%,-11
O=C(Nc1ccccc1N1CCCCC1)c1ccc(-c2cccc(Cl)c2)o1,4.4%,9
COc1ccc(C(=O)NC(=S)N(CCC(C)C)c2c(N)n(Cc3ccccc3)c(=O)[nH]c2=O)cc1,-4.0%,6
CCC(=O)c1ccc(OC)c(OC)c1,-7.2%,3
O=C(CCn1c(=O)sc2ccccc21)Nc1nc2ccccc2s1,4.0%,8
O=C(NC(c1ccccc1)c1ccccc1)C1CCCO1 (stereo unspecified),4.2%,6
CCC(=O)Oc1c(S(=O)(=O)c2ccc(C)cc2)c(C)nn1C(C)(C)C,1.6%,-2
COc1ccc(CNC(=O)C(Cc2ccccc2)n2cccc2)cc1 (stereo unspecified),-4.2%,6
CC(=O)CC(=O)NC1C2CC3CC(C2)CC1C3 (stereo unspecified),-3.7%,11
COc1cc(O)c(C(CC(=O)N2CCCC2)c2ccc(N(C)C)cc2)c(OC)c1 (stereo unspecified),4.5%,-15
COc1ccccc1CNS(=O)(=O)c1c(C)noc1C,-5.9%,12
Cc1ccccc1NN=Nc1nc2c([nH]1)c(=O)n(C)c(=O)n2C,-1.9%,14
O=C(NNC(=O)c1ccccn1)c1cccc([N+](=O)[O-])c1,-2.1%,6
COC(=O)c1c(NC(=O)Nc2ccc(Cl)cc2)sc(C)c1C,x,-7
O=C(Nc1cccc(OC(=O)c2cccnc2)c1)c1cccnc1,7.5%,x
CC(C)c1nc2sc3c(=S)nc[nH]c3c2c2c1CCC2,7.2%,5
CCN(C(=O)Cc1c(C(=O)O)[nH]c2ccccc12)c1ccc(OC)cc1,-0.4%,-10

# Whole records, quoted from the list:
# O=C(NNC(=O)c1ccccn1)c1cccc([N+](=O)[O-])c1 across the screens: GlmU inhibition: -2.1%; RmlCD inh 1536: 6
# Cc1ccccc1NN=Nc1nc2c([nH]1)c(=O)n(C)c(=O)n2C across the screens: GlmU inhibition: -1.9%; RmlCD inh 1536: 14

# Back to the main list with the 3 entries that preceded the break.
SMILES,GlmU inhibition,RmlCD inh 1536
O=C(Nc1cccc(OC(=O)c2cccnc2)c1)c1cccnc1,7.5%,x
CC(C)c1nc2sc3c(=S)nc[nH]c3c2c2c1CCC2,7.2%,5
CCN(C(=O)Cc1c(C(=O)O)[nH]c2ccccc12)c1ccc(OC)cc1,-0.4%,-10
O=Nc1c(O)n(Cc2ccc(Cl)c(Cl)c2)c2ccccc12,-0.9%,6
CCNC(=O)COC(=O)/C=C/c1ccccc1[N+](=O)[O-],-6.1%,-6
O=C1NCCN2CCCC12 (stereo unspecified),-2.9%,-7
O=C(CN1C(=O)/C(=C/c2ccccc2)SC1=S)Nc1ncc(Cc2ccccc2)s1,x,-7
Cc1c(NC(=O)C(C)N2C(=O)C3CCCCC3C2=O)c(=O)n(-c2ccccc2)n1C (stereo unspecified),-2.8%,-7
S=c1[nH]nc(-c2ccccn2)n1/N=C/c1ccc(-c2ccccc2Br)o1,9.2%,8
Cc1ccc(/C=C/S(=O)(=O)Nc2ccc(C)cc2)cc1,-0.7%,1
Cc1cccc(-c2nc(C#N)c(NCC3CCCO3)o2)c1 (stereo unspecified),-1.1%,-1
CCN(CC)C(=O)CSc1nnc(CNc2ccc(F)cc2)n1Cc1ccco1,2.7%,28
CC(Cc1ccccc1)C(=O)N[C@@H](CO)Cc1ccccc1 (stereo partly specified),0.6%,x
O=C1c2cccc3c(Cl)ccc(c23)C(=O)N1O,-2.1%,x
N#Cc1ccccc1CSc1nc(N2CCCCC2)nc(N2CCCCC2)n1,-7.0%,6
COC(=O)Nc1ccc(Cn2cc(C(F)(F)F)ccc2=O)cc1,-3.8%,8
CC1C(=O)C(C)(C)C(=O)OC1c1ccccc1 (stereo unspecified),-2.8%,x
O=C(Nc1ccc(Cl)cc1C(=O)N1CCOCC1)c1ccco1,1.0%,-6
Cc1nc(Cl)c(C(=O)NCc2ccccc2)c(C)c1Cl,2.0%,x
CC(=O)NCC(=O)N[C@@H](CC(=O)OCc1ccccc1)C(=O)OCc1ccccc1,2.6%,18
COc1ccc(OCc2ccc(C(=O)NN)cc2)cc1,-1.5%,-3
COc1ccc(OC)c2[nH]c(=O)c(CCNC(C)=O)cc12,2.2%,-10
COc1ccc(C2CC(c3ccc(Cl)cc3)=NN2C(=O)c2cccc([N+](=O)[O-])c2)cc1 (stereo unspecified),5.8%,17
CCOC(=O)C1(Cc2ccc(OC)cc2)CCN(C(=O)[C@@H]2CCCN2C(C)=O)CC1,-7.5%,x
CCCC1C(C#N)=C(N)Oc2n[nH]c(C(C)(C)C)c21 (stereo unspecified),6.6%,9
CC1CCN(CCCn2c(SCC(=O)Nc3ccccc3Cl)nc3ccccc3c2=O)CC1,-0.6%,-1
Cc1cc(=O)[nH]c(-n2nc(C)c(Oc3ccccc3O)c2C)n1,0.4%,x
CCn1cc([N+](=O)[O-])c(C(=O)Nc2ccn(Cc3ccccc3F)n2)n1,0.6%,8
O=C(NC(=S)Nc1cccc(NC(=S)NC(=O)c2ccco2)n1)c1ccco1,0.8%,1
C1=C(CCNc2ncnc3c2[nH]c2ccccc23)CCCC1,-4.4%,5
Cc1ccc(-n2ncc3c(NCc4ccccn4)ncnc32)c(C)c1,-3.6%,x
COc1ccccc1/C=C/C=N/NC(=O)c1ccc(=O)n(C)c1,2.8%,x
Cc1cc(C)c2nc(C)cc(Nc3ccc(C(=O)N(C)C)cc3)c2c1,-2.0%,11
Cc1ccccc1NC(=S)NC(C)CCc1ccccc1 (stereo unspecified),1.4%,-6
Cc1ccccc1NC(=S)Nc1cccc2cnccc12,-2.4%,-1
Cc1cc(NC(=O)CCC(=O)NNC(=O)c2ccc(C(C)(C)C)cc2)no1,-2.9%,4
COc1ccccc1/C=C/C=N/NC(=O)CCn1nnc2ccccc21,-2.7%,4
CSc1nnc(CNC(=O)c2ccccc2)n1-c1cccc(C)c1,2.0%,-6
CCC(=O)Oc1ccc2c(C)cc(=O)oc2c1C(=O)c1ccccc1,-1.7%,-4
Cc1nccn1-c1cc(C(C)(C)C)nc2c(-c3ccccc3)cnn12,2.6%,4
Cc1ccc(C(=O)N(CN2CCCC2=O)c2ccc(F)cc2)cc1,-4.4%,27
COc1ccc(OC)c(NC(=O)C2CCN(c3cc(-c4ccccc4)nc4ncnn34)CC2)c1,5.6%,-10
O=C(O)COc1ccccc1/C=C1\C(=O)NC(=O)N(CCC2=CCCCC2)C1=O,4.5%,-9
COc1ccc(C)cc1NC(=S)NC12CN3CN(CN(C3)C1)C2,5.6%,x
CN(C)/C=C/C(=O)c1cnc(-c2ccccc2Cl)s1,-1.9%,8
Cc1nc(C)c(/C(O)=C/c2nc3ccc([N+](=O)[O-])cc3oc2=O)o1,2.8%,-5
CC(=O)c1ccccc1OC(=O)COc1ccc(Cl)cc1C,5.9%,-13
COc1ccc(-c2nn(CCC#N)cc2C(=O)NCc2ccccc2)cc1,0.3%,x
Cc1c(CCO)sc[n+]1CC(=O)OC12CC3CC(CC(C3)C1)C2,-5.1%,x
CCc1ccc2[nH]cc(C(=O)N3CCCCCC3)c(=O)c2c1,2.9%,9
COc1ccc(/C=N/Nc2nncc3ccccc23)cc1,6.0%,-5
COc1ccnc(Nc2cccc(C)c2)c1C#N,-1.8%,-5
CCCN1C(=O)c2cc(C(=O)Nc3ccc(OC)cc3OC)ccc2C1Nc1ccc(OC)cc1OC (stereo unspecified),-6.9%,x
COC(=O)c1[nH]c2ccc(Br)cc2c1NC(=O)Oc1ccccc1,3.2%,x
O=C1CC(N(O)c2ccccc2)C(=O)N1c1cc(Cl)cc(Cl)c1 (stereo unspecified),-2.3%,15
CC(=O)Nc1nnc(SCc2ccc(C(=O)Nc3ccccc3F)cc2)s1,-4.3%,3
O=C(NCC(c1cccnc1)N1CCN(c2ccccc2F)CC1)Oc1ccccc1 (stereo unspecified),-3.5%,x
CCOc1ncccc1C(=O)N(C)CC(=O)Nc1ccc(F)cc1,-4.3%,5
COCc1cc(C)c2c(N)c(C#N)sc2n1,2.1%,33
COC(=O)C1=NNC2C(=O)N(c3ccc(C)cc3)C(=O)C12 (stereo unspecified),5.2%,5
NC(=O)C1c2ccccc2CSc2ccccc21 (stereo unspecified),1.7%,-1
CN=c1scc(-c2ccc(Br)cc2)n1C,-1.9%,-5
COc1ccc(N(C(=O)c2ccco2)C(C(=O)NC2CCCC2)c2ccc(N(C)C)cc2)cc1OC (stereo unspecified),4.5%,6

# Part of the list above, with two lines to a compound.
# Below each compound – GlmU inhibition, RmlCD inh 1536
- OC(CNCc1ccccc1F)(c1ccc(F)cc1)c1ccc(F)cc1
  -3.4%, x
- O=C1CC(N(O)c2ccccc2)C(=O)N1c1cc(Cl)cc(Cl)c1 (stereo unspecified)
  -2.3%, 15
- Cc1cccc(-c2nc(C#N)c(NCC3CCCO3)o2)c1 (stereo unspecified)
  -1.1%, -1
- COc1ccc(CNC(=O)C(Cc2ccccc2)n2cccc2)cc1 (stereo unspecified)
  -4.2%, 6

# The listing continues.
SMILES,GlmU inhibition,RmlCD inh 1536
CSc1ccc(CNc2ccc(C)c(C)c2)cc1,-1.9%,-7
COc1ccc(N2C(=O)CSC23C(=O)Nc2ccccc23)cc1OC (stereo unspecified),0.5%,x
OCC(O)/C=N/Nc1nc2ccccc2s1 (stereo unspecified),-4.3%,-5
CCC(C)[C@H](N)c1nnc(SCC(=O)c2ccc(Cl)cc2)o1 (stereo partly specified),6.8%,x
CC(Sc1nnc(C(F)(F)F)n1C)C(=O)Nc1ccc(S(N)(=O)=O)cc1 (stereo unspecified),-5.2%,8
Cc1ccc(NC(=O)N2CCc3ccccc32)cc1C,1.9%,1
O=C(O)COc1ccc(/C=N/n2cnc3scc(-c4cccs4)c3c2=O)cc1,5.2%,-7
COc1ccc(N2CCN(Cc3cc(=O)oc4cc(C)c(Cl)c(C)c34)CC2)cc1,-2.4%,x
Cc1ccc(OCC(O)CN2C(=O)NC(C)(C)C2=O)c(C)c1 (stereo unspecified),-3.5%,-5
COc1cccc(NC(=S)N(CCc2ccc(OC)c(OC)c2)Cc2ccccn2)c1,-5.4%,-15
FC(F)(F)c1ccc(Oc2ccc3cc(Br)ccc3c2)nc1,2.8%,5
COc1ccc(C(=O)NC2CCN(C(=O)NC3CCCCC3)CC2)cc1,-1.8%,-11
CC(C)c1cccc(C(C)C)c1NC(=O)Cn1c(=O)cnc2ccccc21,-3.6%,9
CC(C)Oc1cccc(C(=O)NC(=S)Nc2cccc(C(F)(F)F)c2)c1,-2.7%,9
O=c1[nH]c2ccccc2nc1/C=C/c1ccccc1,-4.1%,x
CC1(CC(=O)N/N=C/c2ccc(OCc3ccc(Cl)cc3Cl)cc2)OCCCO1,-1.1%,x
CCN(CC)S(=O)(=O)c1ccc(OC)c(NC(=O)CSc2cc(Cl)ccc2Cl)c1,9.2%,-4
CCOC(=O)c1ccc(N2C(=O)C3C(/C=C/c4ccccc4)OC4(C(=O)c5ccccc5C4=O)C3C2=O)cc1 (stereo unspecified),2.9%,1
